Screening data (PubChem)
All columns: NCI-60 one-dose screen, growth in % after 48 h at 10 µM unless noted; 100 = growth as untreated, 0 = no growth, -100 = all killed.
HOP-62 – HOP-62 NSCLC | AID 1794735 | 3.9% of 80,000 active
SR – SR leukemia cells. 8.7% of 73,000 active
CCRF-CEM – CCRF-CEM leukemia; 7% of 77,000 active; AID 1794778
HOP-92 – HOP-92 NSCLC cells. 6.3% of 71,000 active
MOLT-4 – MOLT-4 leukemia cells; 6.9% of 80,000 active; AID 1794779
EKVX – EKVX NSCLC; 3% of 71,000 active; AID 1794765
A549/ATCC – A549/ATCC NSCLC; 3.7% of 81,000 active; AID 1794740
RPMI-8226 – RPMI-8226 leukemia cells; 7.5% of 77,000 active; AID 1794781
Numbers without * were called inactive; . = no result given; & = joins results of further samples. The calls were made as follows: active = growth percent below 10; inactive = the rest.

SMILES | HOP-62 | SR | CCRF-CEM | HOP-92 | MOLT-4 | EKVX | A549/ATCC | RPMI-8226
CCCCC(=O)NNc1nccc(Nc2ccc(S(=O)(=O)Nc3ccccn3)cc2)n1 | 101 | 79 | 98 | 104 | 96 | 103 | 98 | 103
Nc1nc(-c2ccccc2)nc(N)c1N=O | . | 27 | 35 | 65 | 58 | 89 | 66 | 41
CCN(CC)CCCC(C)NCc1ccccc1 (stereo not given) | 108 | 111 | 120 | 85 | 110 | 102 | 99 | 107
C/C(=N\NC(N)=O)c1cccc(/C(C)=N/NC(N)=O)n1 | 64 | 53 | 56 | 81 | 49 | 34 | 95 | 108
CCCCCCCCCCCCC(CN(C)C)C(=O)c1ccccc1 (stereo not given) | 85 | 15 | 77 | 76 | 64 | 88 | 95 | 28
NS(=O)(=O)c1ccc(N=Nc2ccc(-c3nn4cc(-c5ccccc5)nc4s3)cc2)cc1 | 83 | 91 | 111 | 105 | 105 | 97 | 97 | 105
OC(COc1ccccc1)CN1CCOCC1 (stereo not given) | 113 | 137 | 101 | 103 | 124 | 121 | 110 | 104
CCCCSc1nc(Nc2ccc(/C(C)=N/NC(N)=S)cc2)c(C#N)c(-c2ccc(F)cc2)n1 | 23 | 52 | 55 | -19* | 64 | 57 | 9.0* | 58
COc1cc2c(cc1OCCCN1CCN(CCCOc3cc4c(cc3OC)C(=O)N3CCC[C@H]3C=N4)CC1)C=CC(C)(C)O2 | -51* | -58* | -49* | -30* | -13* | -100* | -79* | -8.5*
Cc1cccc(NC2(C(=O)O)CCCC2)c1 | 105 | . | 95 | 81 | 98 | 109 | 111 | 100
O=C(CN1CCN(c2cc3c(cc2F)c(=O)c(C(=O)O)cn3C2CC2)CC1)N/N=C/c1cc2ccccc2[nH]1 | 71 | 88 | 90 | 70 | 100 | 83 | 95 | 89
CCCn1c(=C(C#N)C#N)s/c(=C(/N)O)c1=N | 102 | 62 | 108 | 99 | 99 | 119 | 114 | 103
COc1ccc(/C(O)=C2\C(=O)C(=O)N(CCCn3ccnc3)C2c2cccc(Oc3ccccc3)c2)cc1 (stereo not given) | 81 | 105 | 90 | 112 | 99 | 111 | 92 | 154
Cc1ccc([N+](=O)[O-])cc1NC(=O)Nc1onc(C)c1C | 93 | 85 | 106 | . | 95 | 99 | 101 | 85
Cc1ccc2nc(-c3ccc(OCC(=O)NN4C(=O)c5ccccc5C4=O)cc3)[nH]c2c1 | 93 | 106 | 102 | . | 118 | 101 | 105 | 106
CCOc1ccc2nc(N(Cc3ccc4c(c3)OCO4)C(C)=O)sc2c1 | . | 97 | 98 | 97 | 104 | 101 | 104 | 101
OC1CCN(CCCOc2c3ccccc3nc3c2oc2ccc(Cl)cc23)CC1 | 27 | 8.2* | 19 | 14 | 9.4* | 15 | 2.0* | -3.9*
Cc1nn(-c2ccccc2)c(N)c1N=C1NC(=O)/C(=C/c2cn(-c3ccccc3)nc2-c2ccc(Cl)cc2)S1 | 98 | 104 | 58 | 106 | 69 | 97 | 111 | 71
COc1cccc(C(=O)c2ccccc2C(=O)O)c1 | 99 | . | . | 73 | . | . | 109 | 94
N#Cc1ncoc1N1CCN(Cc2ccc3c(c2)OCO3)CC1 | 106 | 89 | 94 | 97 | 85 | 95 | 93 | 100
C/C(=N\O)c1ccc(N2C(=O)C3C(C2=O)C2(Cl)C(Cl)=C(Cl)C3(Cl)C2(Cl)Cl)cc1 (stereo not given) | 99 | 103 | 100 | 107 | 100 | 91 | 98 | 103
CN(Cc1ccccc1)c1nc(Cl)c(/C=C/C(=O)c2ccc(F)cc2)s1 | 106 | 84 | 87 | 99 | 86 | 108 | 95 | 92
CCN(CC)CCNC(=O)c1cn2ncnc(Oc3ccc(NC(=O)NC4CC4)c(F)c3)c2c1C | 98 | . | 97 | 82 | . | 95 | 99 | .
Cc1c(-c2nnc(-c3ccccc3)o2)nnn1-c1ccc([N+](=O)[O-])cc1 | 98 | 88 | 108 | 103 | 96 | 98 | 103 | 102
N#CCc1nc(N)nc(Nc2ccc(S(N)(=O)=O)cc2)n1 | 106 | 92 | 91 | 99 | 93 | 98 | 103 | 102

Ordered by molar mass (smallest number first): 11 of the compounds above
SMILES | HOP-62 | SR | CCRF-CEM | HOP-92 | MOLT-4 | EKVX | A549/ATCC | RPMI-8226
OC(COc1ccccc1)CN1CCOCC1 (stereo not given) | 113 | 137 | 101 | 103 | 124 | 121 | 110 | 104
CCN(CC)CCCC(C)NCc1ccccc1 (stereo not given) | 108 | 111 | 120 | 85 | 110 | 102 | 99 | 107
C/C(=N\NC(N)=O)c1cccc(/C(C)=N/NC(N)=O)n1 | 64 | 53 | 56 | 81 | 49 | 34 | 95 | 108
N#CCc1nc(N)nc(Nc2ccc(S(N)(=O)=O)cc2)n1 | 106 | 92 | 91 | 99 | 93 | 98 | 103 | 102
Cc1c(-c2nnc(-c3ccccc3)o2)nnn1-c1ccc([N+](=O)[O-])cc1 | 98 | 88 | 108 | 103 | 96 | 98 | 103 | 102
CN(Cc1ccccc1)c1nc(Cl)c(/C=C/C(=O)c2ccc(F)cc2)s1 | 106 | 84 | 87 | 99 | 86 | 108 | 95 | 92
CCCCC(=O)NNc1nccc(Nc2ccc(S(=O)(=O)Nc3ccccn3)cc2)n1 | 101 | 79 | 98 | 104 | 96 | 103 | 98 | 103
NS(=O)(=O)c1ccc(N=Nc2ccc(-c3nn4cc(-c5ccccc5)nc4s3)cc2)cc1 | 83 | 91 | 111 | 105 | 105 | 97 | 97 | 105
CCN(CC)CCNC(=O)c1cn2ncnc(Oc3ccc(NC(=O)NC4CC4)c(F)c3)c2c1C | 98 | . | 97 | 82 | . | 95 | 99 | .
O=C(CN1CCN(c2cc3c(cc2F)c(=O)c(C(=O)O)cn3C2CC2)CC1)N/N=C/c1cc2ccccc2[nH]1 | 71 | 88 | 90 | 70 | 100 | 83 | 95 | 89
Cc1nn(-c2ccccc2)c(N)c1N=C1NC(=O)/C(=C/c2cn(-c3ccccc3)nc2-c2ccc(Cl)cc2)S1 | 98 | 104 | 58 | 106 | 69 | 97 | 111 | 71

The list goes on:
SMILES | HOP-62 | SR | CCRF-CEM | HOP-92 | MOLT-4 | EKVX | A549/ATCC | RPMI-8226
CC(=O)c1c(C)c([N+](=O)[O-])c(C(C)(C)C)c([N+](=O)[O-])c1C | 113 | 97 | 87 | 82 | 97 | 103 | 89 | 98
COc1cc(NC(=O)CSc2nnc(-c3ccc(-c4nc5ccc(Cl)cc5[nH]4)cc3)o2)cc(OC)c1OC | 66 | 36 | 15 | 91 | 34 | 81 | 71 | 25
CCCC(C)(C)COC(=O)c1cccc(N)c1 | 92 | 93 | 89 | 85 | 56 | 101 | 90 | 108
O=C(CCNC(=O)c1nc(-c2ccccc2)n(-c2ccc(Cl)cc2)n1)NO | 84 | 99 | . | 108 | 98 | 96 | 89 | 103
Cc1ccc(-c2c(-[n+]3noc(=O)[nH]3)no[n+]2[O-])cc1 | 107 | 103 | 100 | 120 | 104 | 95 | 107 | .
O=S(=O)(COCc1ccc(Cl)c(Cl)c1)c1ccccc1 | 104 | 92 | 107 | 107 | 80 | 103 | 104 | .
COc1cc([N+](=O)[O-])ccc1S(=O)(=O)Cl | 100 | 108 | 99 | 98 | 109 | . | 91 | 84
CC(C)(C)c1cc(-n2nc3ccccc3[n+]2[O-])c(O)c(C(C)(C)C)c1 | 93 | . | 73 | 101 | 41 | 92 | 92 | 81
N#CCNc1ccc(N)cc1 | 79 | 80 | 84 | 108 | 90 | 103 | 98 | 119
COc1ccc(/C=C/C(=O)c2cccc(OCCCCOc3cccc(C(=O)/C=C/c4ccc(OC)c(OC)c4)c3)c2)cc1OC | 73 | 69 | 63 | 55 | 63 | 55 | 78 | 36
O=c1[nH]c2ccc(Cl)cc2cc1CSc1ccccc1Nc1nccc(-c2ccc3c(c2)OCO3)n1 | 92 | 62 | 52 | 65 | 27 | 79 | 59 | 50
CCOC(=O)N1CCN(CC(=O)Nc2nc(-c3cc4ccccc4oc3=O)cs2)CC1 | 97 | 91 | 103 | 80 | 89 | 101 | 89 | 86
CN(N=O)c1ccc(CC2CCc3ccccc32)cc1 (stereo not given) | 110 | 84 | 90&96 | 96&74 | 85&101 | 85 | 97&77 | 83
CCN(CC)CCN1Cc2ccccc2C1 | 99 | 105 | 102 | 111 | 102 | 95 | 96 | 97
COC(=O)c1nnn(-c2ccccc2)c1CNC(=O)c1ccccc1C(=O)O | 93 | 100 | 96 | 91 | 94 | 107 | 82 | 100
O=S(=O)(Oc1ccccc1)c1ccc(Cl)c(Cl)c1 | 104 | 101 | 95 | 105 | 86 | 99 | 93 | 96
C=C(C)[C@@H]1CC=C2c3sc(-c4ccc(C)cc4)nc3C[C@@H](C)[C@]2(C)C1 | 102 | . | 99 | 103 | 98 | 95 | 95 | 109
CC(C)(C)CCC(Br)CBr (stereo not given) | 106 | 102 | 98 | 84 | 93 | 97 | . | 108
CSCCC(C(=O)O)N1C(=O)/C(=C/c2ccc(O)c(O)c2)SC1=S (stereo not given) | 100 | 103 | 105 | 108 | 108 | 96 | 108 | 110
Cc1ccc(N(Cc2cc(C)cc(C)c2O)Cc2cc(C)cc(C)c2O)cc1 | 91 | 90 | 87 | 87 | 90 | 88 | 89 | 89
CC(C)(C)OC(=O)N1CCN(c2nc3ccc(F)cc3c3c(=O)c4cc(F)ccc4sc23)CC1 | 97 | 106 | 117 | 97 | 110 | 99 | 99 | .
O=C1c2ccccc2-c2c1c1c3ccccc3[nH]c1c1c2[nH]c2ccccc21 | 73 | 51 | 62 | 95 | 55 | 65 | 53 | 65
O=c1c2sc3ncc(Br)cc3c2nnn1-c1ccccc1 | 110 | 94 | . | 87 | . | . | 92 | 79
COc1cc(OC)c2c(=O)cc(-c3ccccc3)oc2c1 | . | 31 | 27 | 55 | 80 | 103 | 97 | 78
Cc1cccc(OCC2CO2)c1 (stereo not given) | 97 | 96 | 91 | 94 | 93 | 87 | 93 | 122
SMILES | HOP-62 | SR | CCRF-CEM | HOP-92 | MOLT-4 | EKVX | A549/ATCC | RPMI-8226
Cc1nc2ccccc2c2cc(-c3ccccc3)oc(=O)c12 | 76 | . | 100 | 87 | 98 | 66 | 97 | 96
COc1cc(OC)cc(-c2ccc(-c3ccc(C(=N)N)cc3)s2)c1 | . | -4.9* | -60* | -81* | -49* | -84* | -42* | -58*
O=C1Nc2ccc(Br)cc2/C1=N\c1nnc(-c2ccccc2)o1 | 89 | 108 | 98 | 81 | 106 | 85 | 101 | 97
OCc1cn(-c2ccc(Cl)cc2)nc1-c1ccc(O)cc1 | 82 | 82 | 50 | 136 | 54 | 90 | 90 | 97
O=c1c2sc3nc4c(cc3c2nnn1-c1ccccc1Cl)CCCC4 | 99 | 61 | 70 | 84 | 83 | 86 | 76 | 78
CCC(C)NC(=O)c1ccccc1 (stereo not given) | 104 | 96 | 101 | 78 | 102 | 114 | 99 | 105
NC(=N\N=C/c1ccccc1[N+](=O)[O-])/C(N)=N\N=C/c1ccccc1[N+](=O)[O-] | 94 | 107 | . | 89 | 113 | 98 | 114 | 88
C#CCNC(=O)[C@@]1(C)CC[C@]2(C)CC[C@]3(C)C(=CC[C@@H]4[C@@]5(C)Cc6c([nH]c7ccccc67)C(C)(C)[C@@H]5CC[C@]43C)[C@H]2C1 | 106 | 92 | 94 | 91 | 87 | 82 | 85 | 75
COc1cc2oc(C(=O)N[C@@H](Cc3ccccc3)C(=O)C(=O)NCc3ccccc3)c(C)c(=O)c2cc1OC | 106 | 72 | 94 | 93 | 106 | 99 | 103 | 112
Nc1cccc(-c2ccccc2Oc2ccc3nnc(Cl)n3n2)c1 | 100 | 96 | 96 | 61 | 100 | 99 | 99 | 97
COc1ccc(-c2cc(-c3cccnc3)nc(SCC#N)c2C#N)cc1OC | 101 | 83 | 101 | 88 | 93 | 94 | 104 | 99
COc1nc(OC)nc(-c2cnc3cc(OC)c(OC)c(OC)c3c2)n1 | 109 | . | 98 | 65 | 108 | 104 | 89 | 92
CC(=O)NC(N)=O | 95 | 88 | 109 | 95 | 99 | . | 94 | 106
COc1ccc(-c2nc3sccn3c2-c2ccnc(NCCNS(=O)(=O)c3ccc(F)cc3)n2)cc1 | 96 | . | 53 | 78 | 33 | . | 79 | 56
Nc1c2c(nc3ccc(Cl)cc13)CC(c1ccc(F)cc1)CC2=O (stereo not given) | 107 | 68 | 95 | 103 | 105 | 103 | 98 | 101
Fc1ccc(-c2cnc3nonc3n2)cc1 | 93 | 39 | 76 | . | 86 | 100 | 94 | .
COc1ccc2nc(-n3c(=O)c4cccnc4n(-c4ccc(Cl)cc4)c3=O)sc2c1 | 106 | 52 | 74 | . | 85 | 85 | 98 | 70
C(=C(\C1=NCCN1)n1ccc2ccccc21)/c1ccc2ccccc2c1 | 70 | 83 | 82 | 40 | 87 | 89 | 98 | 98
O=C(Nc1ccc(-c2cccc(Oc3ccc4nnc(Cl)n4n3)c2)cc1)C1CC1 | 99 | 91 | 82 | 86 | 76 | 103 | 84 | 67
COc1cc(/C=N/NC(=O)CSc2nc3ccccc3c(=O)n2Cc2ccc(S(N)(=O)=O)cc2)ccc1O | 95 | 98 | 99 | 128 | 99 | 81 | 100 | 96
Nc1ccccc1-c1cc2c(c3c1[nH]c1ccccc13)-c1ccccc1OC2 | 85 | 81 | 90 | 99 | 89 | . | 80 | 105
COc1cccc(-c2cc(-c3cccc(NS(C)(=O)=O)c3)nc(N)c2C#N)c1O | 52 | 25 | 12 | . | 35 | 33 | 31 | .
Cc1cc2nc3c4cc([N+](=O)[O-])cc([N+](=O)[O-])c4n(CCN(C)C)c3nc2cc1C | 65 | 5.1* | 63 | 81 | 31 | 83 | 74 | 67
CCCCNC(=O)c1[nH]cc(-c2ccc(OC)cc2)c1-c1cc(OC)cc(OC)c1 | 99 | 84 | 52 | 72 | 78 | 88 | 84 | 78
CC(C)CC(=O)OCCc1ccccc1 | 96 | 108 | 92 | 91 | 99 | 97 | 55 | .
CCCOC(=O)Cn1cc(I)c(=O)c(I)c1 | 86 | 93 | 98 | . | 91 | . | 96 | 104
Cc1cccc2nc(-c3c(F)cccc3F)n(Cc3c(F)cccc3F)c12 | 104 | 76 | 99 | 67 | 83 | 88 | 89 | 77
